ALDH1A1 block – qHTS Assay for Inhibitors of Aldehyde Dehydrogenase 1 (ALDH1A1) | Purified ALDH1A1, NADH fluorescence, propionaldehyde substrate | Potency, µM (top dose mostly 75.3 µM), for inactives: at the top dose activity, negative = inhibition, most hits filed as inhibitors | 220,000 tested, 7.3% active | AID 1030, 2008; active means well fitted inhibition curve with a large enough effect, not every such curve was filed as active; inconclusive means small, poorly fitted or top-dose-only effect, or another doubt; inactive means no such curve, though single readings can be large or run the other way;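 further: plate controls were no enzyme wells and a reference inhibitor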
Target sequence (P00352 whole entry, looked up): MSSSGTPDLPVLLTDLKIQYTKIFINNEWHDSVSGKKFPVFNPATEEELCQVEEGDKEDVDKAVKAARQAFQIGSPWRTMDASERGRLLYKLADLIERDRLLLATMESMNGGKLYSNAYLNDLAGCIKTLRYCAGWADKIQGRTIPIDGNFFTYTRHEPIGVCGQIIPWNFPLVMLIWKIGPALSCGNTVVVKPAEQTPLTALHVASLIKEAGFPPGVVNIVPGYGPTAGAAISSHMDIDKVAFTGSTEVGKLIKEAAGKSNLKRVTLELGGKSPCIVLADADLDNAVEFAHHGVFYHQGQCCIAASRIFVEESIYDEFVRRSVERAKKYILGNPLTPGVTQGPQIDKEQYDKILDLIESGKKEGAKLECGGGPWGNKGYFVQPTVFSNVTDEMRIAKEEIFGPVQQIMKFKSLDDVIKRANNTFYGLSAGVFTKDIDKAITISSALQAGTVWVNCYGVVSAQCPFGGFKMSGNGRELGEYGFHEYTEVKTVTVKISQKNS
SMN2 splice up – qHTS Assay for Enhancers of SMN2 Splice Variant Expression; Potency, µM (top dose mostly 46.1 µM), for the others: top-dose activity change, positive = activation, most hits filed as activators; HEK293 SMN2-luciferase splicing reporter, luminescence, 30-36 h; 210,000 tested, 2.8% active; AID 1458, 2008; further: % of control where 0% means no effect; nearly all actives have a fitted effect of over 55% in size
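qHTS luciferase splicing reporter: luminescence rises when SMN2 exon 7 is included in transfected HEK293 cells. Compound exposure lasted 30-36 h at 37C, with 4.5 mM final sodium butyrate as control, followed by a ONE-Glo read.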
HttQ103 aggreg – qHTS Multiplex Assay to Identify Dual Action Probes in a Cell Model of Huntington: Aggregate Formation (GFP); PC12 HttQ103-GFP aggregates, Acumen cytometry, 40 h; Potency, µM (top dose mostly 46.1 µM), for the others: top-dose activity change, negative = inhibition, most hits filed as inhibitors; 220,000 tested, 1.1% active; AID 1688, 2009; further: on the % scale 0 is the no-effect control and ±100 the full control effect; nearly all actives have a fitted effect of over 60% in size
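Read-out: GFP aggregate count by laser scanning cytometer (488 nm excitation, 500-530 nm emission, 1–25 µm objects >6 SD above background). Cells: PC12, inducible HTTex1-Q103-GFP, 100 nM tebufenozide; compounds titrated.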
HTT cytoprotect – qHTS Multiplex Assay to Identify Dual Action Probes in a Cell Model of Huntington: Cytoprotection (ATP). PC12 HTT-Q103 induced, cytoprotection, ATP luminescence, 40 h. Potency, µM (top dose mostly 56.4 µM), inactives show cytoprotection (ATP increase), actives largely listed as activators. 230,000 tested, 0.14% active;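 further: % of control where 0% means no effect; nearly all actives have a fitted effect of over 45% in size; toxic huntingtin expression switched on by the ecdysone agonist tebufenozide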
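PC12 cells stably carrying ecdysone-inducible Htt exon 1 (Q103)–GFP were induced with 100 nM tebufenozide (final) alongside library compounds in a dose series. Cytoprotection was scored as retained ATP by ATPlite luminescence.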
Tau fluor cs – Counterscreen qHTS for Inhibitors of Tau Fibril Formation, Fluorescence Polarization | AID 1463, 2008 | tau K18 P301L Alexa594 fluorescence, heparin fibrillization | 280,000 tested, 0.93% active | Potency, µM (highest dose often 57.7 µM), inactives show at the top dose activity change, negative = decrease; further: on the % scale 0 is the no-effect control and ±100 the full control effect; nearly all actives have a fitted effect of over 55% in size
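Human tau K18 P301L (15 uM unlabeled, 0.24 uM Alexa 594-labeled) in 100 mM sodium acetate pH 7 with 20 uM heparin, 6 hr at 37 C. ThT 30 uM added, 1 hr ambient; Alexa 594 FP and total fluorescence read at 555/632 nm.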
JMJD2E inh – qHTS Assay for Inhibitors of Human Jumonji Domain Containing 2E (JMJD2E). JMJD2E catalytic domain, FDH-coupled NADH fluorescence (FDH is formaldehyde dehydrogenase). Potency, µM (highest dose often 57.1 µM), without a hit: top-dose activity change, negative = inhibition, usual class: inhibitors. 230,000 tested, 1.6% active; active means well fitted inhibition curve with a large enough effect, not every such curve was filed as active; inconclusive means small, poorly fitted or top-dose-only effect, or another doubt; inactive means no such curve, though single readings can be large or run the other way;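 further: 0% = wells with enzyme and -100% = buffer wells without enzyme; nearly all actives have a fitted effect of over 50% in size; many of its hits are not listed in these tables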
Target sequence (B2RXH2 1-337 limits assumed): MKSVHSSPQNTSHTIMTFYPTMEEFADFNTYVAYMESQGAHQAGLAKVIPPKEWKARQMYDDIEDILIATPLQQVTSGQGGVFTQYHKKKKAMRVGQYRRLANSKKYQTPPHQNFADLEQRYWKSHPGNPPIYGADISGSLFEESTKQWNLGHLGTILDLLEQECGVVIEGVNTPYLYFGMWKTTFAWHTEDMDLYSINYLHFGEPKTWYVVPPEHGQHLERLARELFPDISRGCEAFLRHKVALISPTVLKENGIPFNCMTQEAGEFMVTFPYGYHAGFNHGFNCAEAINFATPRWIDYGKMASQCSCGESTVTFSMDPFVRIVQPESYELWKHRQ
Tau fibril ThT – qHTS for Inhibitors of Tau Fibril Formation, Thioflavin T Binding. Microtubule-associated protein tau (Homo sapiens), P10636. recombinant tau K18 P301L, heparin-induced fibrillization, ThT fluorescence. Potency, µM (titrated, usually from 57.4 µM), inactives show at the highest dose activity, negative = inhibition, most hits filed as inhibitors. 270,000 tested, 2.1% active. AID 1460, 2008; further: on the % scale 0 is the no-effect control and ±100 the full control effect; nearly all actives have a fitted effect of over 55% in size
Target sequence (P10636 561-689 P618L limits assumed): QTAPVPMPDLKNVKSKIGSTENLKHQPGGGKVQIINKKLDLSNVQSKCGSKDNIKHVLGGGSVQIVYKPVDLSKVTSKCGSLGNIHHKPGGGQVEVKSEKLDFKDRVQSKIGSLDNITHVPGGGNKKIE
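Using a mix of unlabeled (15 uM) and Alexa 594-labeled (0.24 uM) tau K18 P301L, heparin-triggered fibrillization over 6 hr at 37 C was scored by ThT fluorescence.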
Tau FP inhib – qHTS for Inhibitors of Tau Fibril Formation, Fluorescence Polarization | AID 1468, 2008 | 280,000 tested, 0.39% active | Microtubule-associated protein tau (Homo sapiens), P10636 | K18 P301L tau heparin fibrillization, Alexa594 FP, 6 h | Potency, µM (series often up to 57.7 µM), without a hit: at the highest dose activity, negative = inhibition, actives largely listed as inhibitors; further: on the % scale 0 is the no-effect control and ±100 the full control effect; nearly all actives have a fitted effect of over 55% in size
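FP of Alexa 594-tau after heparin (20 uM) induction. Substrate: human K18 P301L, 15 uM unlabeled, 0.24 uM labeled. Buffer 100 mM sodium acetate pH 7. 6 hr, 37 C.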
* hit, by the source's call; ? = inconclusive; nt = not tested or not shown; [ ] = another dose, or the depositor's remark. Unless noted, the call rests on the fitted dose curve; in most records, active means well fitted curve in the direction sought with a large enough effect; inconclusive means small, poorly fitted or top-dose-only effect, or another doubt; inactive means no such curve, though single readings can be large; an effect the other way counts as inactive or inconclusive. Potency means the concentration at half of the fitted maximal effect. Some of the compounds tested; rates above refer to the full screens.

#1 COc1ccccc1-c1nc(C#N)c(N2CCN(c3cccc(Cl)c3)CC2)o1
#2 CCOC(=O)OCC1OC(C#CC(C)(C)C)C=CC1OC(=O)OCC (stereo unspecified)
#3 CCOC(=O)C1C(c2ccccc2)NC(=S)NC1(C)O (stereo unspecified)
#4 CC(C(=O)NCC1CCCO1)n1cc([N+](=O)[O-])cn1 (stereo unspecified)
#5 O=C(COC(=O)Cc1cn2ccsc2n1)NCc1ccc2c(c1)OCO2
#6 Cc1ccccc1OCC(=O)Nc1ccccc1-c1ccccc1NC(=O)COc1ccccc1C

screen / no.	1	2	3	4	5	6
ALDH1A1 block	?	23%[13.5 µM]	?	11%	?	-12%
SMN2 splice up	-22%	nt	-6%	23%	-2%	-22%
HttQ103 aggreg	?	nt	-12%	5%	-3%	-25%
HTT cytoprotect	-15%[0.074 µM]	-3%[10 µM]	22%	nt	11%[10 µM]	nt
Tau fluor cs	-27%	-12%[11.6 µM]	-2%	-3%	-10%	-11%
JMJD2E inh	?	nt	4%	1%	-2%	-3%
Tau fibril ThT	-6%	-11%[11.5 µM]	1%	-2%	-6%	-17%
Tau FP inhib	-2%	6%[11.6 µM]	-6%	-7%	-6%	-9%

#7 FC(F)(F)c1cnc(NNC(=S)Nc2cccnc2)c(Cl)c1
#8 O=c1nc2n(c3sc4c(c13)CCCC4)C(CBr)CS2 (stereo unspecified)
#9 CCn1nnc(-c2ccccc2NS(=O)(=O)c2ccc(S(=O)(=O)N3CCCCCC3)cc2)n1
#10 O=C(CCCCn1c(=O)[nH]c2ccsc2c1=O)NCCc1ccccc1
#11 CSc1nc2ccc(S(=O)(=O)N(C)C)cc2s1
#12 CN(C)c1c(F)cc(C(=O)NCc2ccccc2)cc1F

screen / no.	7	8	9	10	11	12
ALDH1A1 block	2.2µM*	13µM*	?	?	2%	?
SMN2 splice up	-39%[inhibitor]	-9%	2%	5%	-24%	nt
HttQ103 aggreg	?	14%	-10%	3%	-26%	-1%[9.22 µM]
HTT cytoprotect	-113%[inhibitor]	15%	-1%[10 µM]	-24%	-11%	0%[10 µM]
Tau fluor cs	-19%	-13%	-26%	-2%	-5%	-8%
JMJD2E inh	6%	4%	9%	3%	2%	9%
Tau fibril ThT	?	-21%	3%	2%	-4%	-6%
Tau FP inhib	-11%	-5%	-6%	5%	6%	-6%

#13 Cc1ccc(C(=O)N/N=C2\CCCc3ccccc32)c(C)c1
#14 Nc1[nH]n(-c2ccccc2)c(=O)c1N=Nc1ccccc1[N+](=O)[O-]
#15 CN1CCCC(OC(=O)COc2ccccc2)C1 (stereo unspecified)
#16 CCn1c(C)nc2cc(C(=O)N=Nc3c(O)[nH]c4c(C)cc(C)cc34)ccc21
#17 O=C(NCCCCCCOC1=NS(=O)(=O)c2ccccc21)C(=O)Nc1ccccc1
#18 CCN1C(=O)/C(=C/N(C)C)c2ccccc21

screen / no.	13	14	15	16	17	18
ALDH1A1 block	-1%	6%	7%	-2%	-1%	?
SMN2 splice up	13µM*	?	-8%	-41%	nt	1%
HttQ103 aggreg	-23%	-11%	7%	15%	-29%	5%
HTT cytoprotect	-92%[inhibitor]	-5%[10 µM]	-16%	2%[10 µM]	0%	-4%[0.074 µM]
Tau fluor cs	3%	?	-8%	-26%	-4%	4%
JMJD2E inh	3%	1%	6%	3%	8%	-4%
Tau fibril ThT	?	?	-8%	7.1µM*	3%	-6%
Tau FP inhib	5%	-2%	0%	-12%	5%	3%

#19 C[N+]1(C)CCCC(OC(=O)C(O)(c2ccccc2)c2ccccc2)C1 (stereo unspecified)
#20 CN(Cc1ccncn1)C(=O)CC1C(=O)NCCN1Cc1cccc(Oc2ccccc2)c1 (stereo unspecified)
#21 COc1ccc(NC(=O)CSc2oc(-c3ccco3)nc2S(=O)(=O)c2ccc(C)cc2)c(OC)c1
#22 O=C(NCC1CCCO1)c1cc(-c2ccco2)nc2ccccc12 (stereo unspecified)
#23 CN(CC(=O)Nc1ccc2c(c1)CCC2)CC(=O)Nc1ccccc1Br
#24 Cc1cccc(CSc2nc3ccncc3n2Cc2ccc(C(=O)O)cc2)c1

screen / no.	19	20	21	22	23	24
ALDH1A1 block	0%	-5%	nt	?	-7%	nt
SMN2 splice up	-1%	nt	0%	-6%	-20%	-5%
HttQ103 aggreg	nt	-23%[9.22 µM]	nt	1%	7%	nt
HTT cytoprotect	-35%[inhibitor]	-4%[10 µM]	nt	-19%[10 µM]	-11%	nt
Tau fluor cs	-7%	-8%	?	-14%	-15%	-21%
JMJD2E inh	0%	-19%	nt	?	-1%	nt
Tau fibril ThT	1%	-21%	-8%	?	-14%	-19%
Tau FP inhib	1%	4%	-9%	-5%	-6%	-3%

#25 Clc1ccccc1-c1nnc2sc(-c3cccs3)nn12
#26 Cc1ccc(C(=O)Oc2oc(-c3ccco3)nc2C=Nc2ccccc2)cc1
#27 COc1ccc(NC(=S)NCC(O)c2ccccc2)c(OC)c1 (stereo unspecified)
#28 CCOC(=O)COc1cc(N2C(=O)CSCC2=O)c(Cl)cc1Cl
#29 COC(=O)c1ccc(/C=N/NC(=O)c2ccccc2Cl)cc1
#30 Cc1cc[n+](CCC(=O)O)c2ccccc12

screen / no.	25	26	27	28	29	30
ALDH1A1 block	14µM*	?	-2%	-11%	5%	-5%
SMN2 splice up	-15%	23%	26%	-4%	21%	-11%
HttQ103 aggreg	?	3%	-2%	7%	21%	8%
HTT cytoprotect	-3%	-74%[inhibitor]	-12%[0.074 µM]	-7%	-13%[10 µM]	16%
Tau fluor cs	0%	-15%	2%	1%	-9%	-1%
JMJD2E inh	-9%	-3%	0%	-3%	-10%	?
Tau fibril ThT	-2%	?	1%	-2%	-19%	-4%
Tau FP inhib	-3%	?	0%	-6%	0%	2%

#31 CCCC(O)(CCN(C)C)c1ccc(OC)cc1 (stereo unspecified)
#32 CCNc1ccc(S(=O)(=O)N(C)C)cc1NCC(=O)Nc1ccccc1F
#33 CCc1c(C)[nH]n(-c2ccc(Oc3ccccc3)c(S(=O)(=O)O)c2)c1=O
#34 O=C(O)CNC(=S)N(Cc1ccccc1Cl)C1CCCC1
#35 COc1ccc(-n2c(=O)[nH]cc(C(=O)N3CCc4ccccc43)c2=O)cc1
#36 Cc1cc(NS(=O)(=O)c2ccc(NC(=O)CCc3ccccc3)cc2)no1

screen / no.	31	32	33	34	35	36
ALDH1A1 block	10µM*	20µM*	?	5%	4%	-15%
SMN2 splice up	-5%	-17%	-8%	nt	-9%	2%
HttQ103 aggreg	4%	-12%	-6%	8%	13%	6%
HTT cytoprotect	-3%	9%[10 µM]	3%	-24%	7%[10 µM]	-17%
Tau fluor cs	-8%	-8%	-6%	-7%	-9%	-7%
JMJD2E inh	-2%	0%	?	19%	-8%	2%
Tau fibril ThT	-12%	-1%	?	1%	-10%	-4%
Tau FP inhib	7%	11%	-3%	-4%	2%	-6%

Some values from the entries so far:
Value for Cc1cc[n+](CCC(=O)O)c2ccccc12 in HTT cytoprotect: 16%
Value for Cc1cc(NS(=O)(=O)c2ccc(NC(=O)CCc3ccccc3)cc2)no1 in HTT cytoprotect: -17%
Value for C[N+]1(C)CCCC(OC(=O)C(O)(c2ccccc2)c2ccccc2)C1 (stereo unspecified) in Tau fibril ThT: 1%

The list goes on:
#37 CSc1ccc(/C=N/n2nnnc2N)cc1
#38 CC(SCc1ccccc1)C(=O)NN=C1CCN(C)CC1 (stereo unspecified)
#39 COC(=O)CSc1nnc(C)n1-c1cccc(C#N)c1
#40 Cc1cccc(-c2noc(CN(C(=O)c3c(-c4ccccc4Cl)noc3C)C(C)C)n2)c1
#41 CCOc1ccc(CCNC(=O)c2cc3c(=O)n(CC)c4ccccc4c3s2)cc1OCC
#42 CCOc1ccc2nc(N3CCCC(C(=O)Nc4ccc(CC)cc4)C3)sc2c1 (stereo unspecified)

screen / no.	37	38	39	40	41	42
ALDH1A1 block	?	1.3µM*	1%	8%	nt	nt
SMN2 splice up	17%	10%	-3%	-21%	9%	16%
HttQ103 aggreg	5%	-20%	-6%	?	nt	nt
HTT cytoprotect	1%	0%[10 µM]	-6%[10 µM]	0%	nt	nt
Tau fluor cs	3%	-1%	7%	-18%	-20%	-22%
JMJD2E inh	?	190%[activator]	0%	2%	nt	nt
Tau fibril ThT	-9%	0%	4%	-16%	-15%	-9%
Tau FP inhib	4%	4%	-3%	-3%	-10%	15%

#43 C=CCOC(=O)C(C#N)c1nc2ccccc2nc1N1CCC(C(=O)OCC)CC1 (stereo unspecified)
#44 CN(C)CCCN(Cc1ccccc1)C(=S)Nc1ccc(SC(F)F)cc1
#45 O=C(NCc1cccc(CNC(=O)C(=O)NCC2CCCO2)c1)C(=O)NCC1CCCO1 (stereo unspecified)
#46 COc1cccc(CSc2nnc(-c3ccc(F)cc3)o2)c1
#47 Cc1oc2ccc(NS(=O)(=O)c3ccc(F)cc3)cc2c1C(=O)O

screen / no.	43	44	45	46	47
ALDH1A1 block	-1%	4%	5%	-4%	nt
SMN2 splice up	11%	-42%[inhibitor]	nt	14%	5%
HttQ103 aggreg	0%	-22%	-4%[9.22 µM]	-13%	nt
HTT cytoprotect	8%[1.9 µM]	-59%[inhibitor]	1%[10 µM]	-16%[10 µM]	nt
Tau fluor cs	-5%	-14%	-7%	-14%	-4%
JMJD2E inh	6%	38%[activator]	2%	5%	nt
Tau fibril ThT	?	-5%	-13%	-16%	-3%
Tau FP inhib	3%	-8%	-7%	-5%	-5%

Bioassay records: PubChem BioAssay, National Center for Advancing Translational Sciences (NCATS)
